Bioassay records as filed in PubChem.
S3 lipid droplet: qHTS Assay for Lipid Storage Modulators in Drosophila S3 Cells; Drosophila S3 cells, BODIPY lipid droplet fluorescence, 18-24 h; cells fed with added oleic acid; Potency in µM for hits, for the others lipid storage change, negative = inhibition, % at the top dose, mostly 46.1 µM; 320,000 compounds, 0.64% hits; AID 2685; active = well fitted inhibition curve with a large enough effect in the signal ratio, with a control signal flat, not every such curve was filed as active; inconclusive = small, poorly fitted or top-dose-only effect, or effect the other way, or a change in a side signal; the % refers to the signal ratio
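Laser-scanning cytometry quantifies lipid droplet accumulation (500–530 nm total intensity; droplet/cell object ratio) in oleic acid-fed (400 uM added) Drosophila S3 cells treated with a concentration series. 20 uM Triacsin C defined 100% inhibition.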
S3 lipid droplet cell count max: second read-out of S3 lipid droplet, no call of its own (marks repeat the call); cell number change, %; measured here: cell count max response;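 cells counted by Cell Tracker Red CMTPX staining in the red channel; peak over a dose series mostly up to 46.1 µM; percent activity relative to internal control wells on each plate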
Starred values were filed as active, the others as inactive; i = inactive; ? = inconclusive; · = not tested or not shown; [ ] = remark or other dose. % is scaled to controls: 0 for no effect and ±100 for the full control effect; potency is read from the fitted curve at half-maximal effect. A portion of the library; count on the stated rates, not on these rows.

SMILES	S3 lipid droplet	S3 lipid droplet cell count max
CCOc1ccc(CN2CCNC(=O)C2CC(=O)NC2CCOCC2)cc1 (stereo unspecified)	-5.4%	18.5
O=C(COC(=O)CCSc1ccc(Cl)cc1)NCc1ccccc1Cl	?	·
CN(C)CCCN1C(=O)C(=O)/C(=C(/O)c2ccncc2)C1c1ccccc1 (stereo unspecified)	?	·
Cc1cc(C(=O)COC(=O)C2COc3ccccc3O2)c(C)n1CC1CCCO1 (stereo unspecified)	i	·
O=C(O)C1CCC(=O)N1Cc1ccccc1Cl (stereo unspecified)	-7.9%	-9.8
CCc1ccccc1NC(=O)CSc1nc2ccccc2n1CC(=O)N(C)C	i	27.4
O=C(Nc1cccc2ccccc12)c1ccccc1NS(=O)(=O)c1cccc2cccnc12	21.8%	·
CCOc1cc(CO)ccc1OCC(=O)N1CCCCC1	?	·
CCc1ccc(NC(=O)CSc2nc3n[nH]c(C)c3c(=N)n2-c2cccc(OC)c2)cc1	?	·
Cn1cc(S(=O)(=O)N2CCCC2)cc1C(=O)NCc1ccccc1Cl	1.7%	-4.0
O=C(Nc1ccccc1N1CCOCC1)C1=NN(c2c(F)c(F)cc(F)c2F)C(=O)CC1	?	·
Cc1ccc2nc(-c3cccnc3)cc(C(=O)Nc3ccccc3[N+](=O)[O-])c2c1	?	·
COc1ccccc1N(C)S(=O)(=O)c1ccc(C)c(C(=O)N2CCCCCC2)c1	?	·
Cc1cc(C(=O)N2CCCC(N3CCN(c4ccc(F)cc4)CC3)C2)no1 (stereo unspecified)	?	·
CCN1C(=O)[C@H]2[C@@H](c3ccc(OC)cc3)N3C(=O)CN(Cc4ccccc4)C(=O)[C@@]3(C)[C@H]2C1=O	?	·
N=C(N)SCc1cn(-c2ccccc2)nc1-c1ccc(Br)cc1	?	·
CCOc1cc2nc3c4ccccc4n(C)c3nc2cc1OCC	?	·
Cc1ccc(C(C)C)c(OCC(=O)Nc2ccc(N3CCOCC3)cc2N2CCOCC2)c1	?	·
Cc1ccc(NC(=O)CCNS(=O)(=O)c2ccc3c(c2)CCC(=O)N3)cc1	i	-16.0
CC(C)CN1C(=O)NC2(CCCc3ccccc32)C1=O (stereo unspecified)	i	11.9
O=C(Cn1cnc2c(nnn2Cc2ccccc2)c1=O)Nc1ccc2c(c1)OCCO2	?	·
O=C(c1ccncc1)N1CCN(S(=O)(=O)c2cccc([N+](=O)[O-])c2)CC1	?	·
CC(=O)N1c2ccc(S(=O)(=O)NCCC(=O)N3CCCC(C)C3)cc2CC1C (stereo unspecified)	?	·
CN(C)CC1CCCCC1OC(=O)/C=C/c1ccccc1 (stereo unspecified)	?	·
O=C(COC(=O)C1CCN(S(=O)(=O)c2ccc3c(c2)OCCO3)CC1)Nc1ccc(C(F)(F)F)cc1	3.3%	-16.0
CCOc1ccc(N(CC(=O)NCc2ccccc2)S(C)(=O)=O)cc1	?	·
O=C(O)C(Cc1cn[nH]n1)=NO	-2.8%	21.2
COc1cccc(-c2cccc(NC(=O)C3CCN(Cc4nccs4)CC3)c2)c1	10.1%	20.0
CCCOc1ccc(NC(=O)C2CC(=O)N(C(C)C)C2)cc1 (stereo unspecified)	?	·
Cn1c(=O)c2cc(S(=O)(=O)NC(C(=O)Nc3cccc(F)c3)c3ccccc3)ccc2n(C)c1=O (stereo unspecified)	?	·
Cc1cc2[nH]c(=O)c(=O)[nH]c2cc1S(=O)(=O)N(C)C1CCCCC1	?	·
O=C(CCNC(=O)c1ccc([N+](=O)[O-])cc1)NCc1ccccc1	?	·
COCCN(C(=O)COC(=O)C1CCC(C(C)(C)C)CC1)c1c(N)n(Cc2ccccc2)c(=O)[nH]c1=O (stereo unspecified)	?	·
CCC(C)NC(=O)C(Cc1ccccc1)NS(=O)(=O)c1cccc2nsnc12 (stereo unspecified)	5.1%	8.2
O=C(CSc1nnnn1C1CCCCC1)NCc1cccc(C(=O)O)c1	?	·
COc1cc(C(=O)NCCN2C(=O)S/C(=C\c3cccs3)C2=O)cc(OC)c1OC	?	·
CCCc1ccc(C#N)c(SC2CC(=O)N(c3ccc(OC)cc3)C2=O)n1 (stereo unspecified)	?	·
Cc1cc(=O)oc2cc(NC(=S)NCc3ccccn3)ccc12	7.5%	11.1
Cc1cc(Oc2ccc(C)c(Cl)c2)nc(SCC(=O)c2ccccc2)n1	?	·
Nc1ccc2nc(-c3ccccc3)sc2c1	?	·
O=C(NNC(=O)c1ccccc1OCc1ccc(F)cc1)c1ccncc1	?	·
COc1ccccc1Nc1cc(C(=O)NCCCN2CCOCC2)c2ccccc2n1	1.6%[9.22 µM]	-1.1
O=c1cc(C(F)(F)F)nc(-c2ccccc2OC(F)(F)F)[nH]1	7.6%	-6.1
CCOC(=O)C1=NN(c2ccc(Cl)cc2)C(=O)C1	?	·
C/C=C/C(=O)N1CC2(CC(c3cccc(NC(=O)COc4ccc(Cl)cc4)c3)=NO2)C[C@@H]1C(N)=O (stereo partly specified)	?	·
COC(=O)c1ccc(CN(c2ccccn2)S(=O)(=O)c2ccccc2)cc1	-3.8%	-15.6
Cc1cccc(S(=O)(=O)c2c(N)n(/N=C/c3ccccc3)c3nc4ccccc4nc23)c1	?	·
Cc1ccc(-n2c(Cc3ccccc3)nnc2SCC(=O)NNC(=O)Cc2ccccc2)cc1	12.2%	-24.0
CCOC(=O)N1N=C(c2ccc(C)cc2)CC1(O)C(F)(F)F (stereo unspecified)	i	·
COc1ccc(S(=O)(=O)N2CCC(C(=O)NCC3CCCO3)CC2)cc1C (stereo unspecified)	18.7%	1.1
(next part)
SMILES	S3 lipid droplet	S3 lipid droplet cell count max
CCOc1ccc(-n2cccc2C=O)cc1	2.4%	-20.5
COc1ccc(NC(=O)Nc2ccccc2C(=O)N2CCCC2)cc1	i	-12.8
O=C(NCCCN1CCCC1)Nc1ccccc1[N+](=O)[O-]	?	·
COc1cccc(NC(=O)N2CCCC2C(=O)NCc2ccco2)c1 (stereo unspecified)	?	·
O=C1Nc2ccccc2O/C1=C\c1ccccc1Br	1.9%	-19.1
Cc1ccnc(N2C(=O)c3ccc([N+](=O)[O-])cc3C2=O)c1	3.5%	-9.5
COc1ccc(NC(=O)CSc2nnc3c4c(nc(-c5ccccc5)n23)CC(C)(C)OC4)cc1	?	·
O=C(NCc1ccc2c(c1)OCO2)C1CCN(c2ccc(S(=O)(=O)N3CCCC3)cc2)CC1	?	·
O=S1(=O)CC=C(CSc2nc3ccccc3[nH]2)C1	?	·
COc1ccc(S(=O)(=O)N2CCOC23CCN(S(=O)(=O)c2ccc(F)cc2C)CC3)cc1	?	·

Next section, starting with the last two of the part before.
SMILES	S3 lipid droplet	S3 lipid droplet cell count max
O=S1(=O)CC=C(CSc2nc3ccccc3[nH]2)C1	?	·
COc1ccc(S(=O)(=O)N2CCOC23CCN(S(=O)(=O)c2ccc(F)cc2C)CC3)cc1	?	·
C=CCn1c(SCc2csc(-c3ccc(C)cc3)n2)nnc1-c1ccccc1OC	?	·
c1ccc(Cn2c(-c3ccccc3)c[n+]3c2SCCC3)cc1	?	·
CCCc1ccc(OCCNC(C)=O)cc1	-0.6%	4.0
N#CC1(c2ccccc2)CCN(S(=O)(=O)c2ccc(OC(F)(F)F)cc2)CC1	?	·
CC1=C(C(=O)N2CCOCC2)C(c2ccsc2)C2=C(CCCC2=O)N1 (stereo unspecified)	?	·
CCC(C)(C)NC(=O)c1sccc1Oc1ccc(F)cc1[N+](=O)[O-]	?	·
Cc1ccc(CNC(=O)NC2CCCCC2)cc1	?	·
Cc1onc(-c2ccccc2)c1C(=O)NCc1cccnc1	?	·
O=C(NCc1ccco1)/C(=C\c1cccs1)NC(=O)c1ccccc1	i	-15.9
CCOC(=O)c1sc(=NC(=O)c2cccc(Br)c2)n(C)c1C	?	·

Quoted at random: 3 records from the list, in no set order.
SMILES	S3 lipid droplet	S3 lipid droplet cell count max
CCC(C)(C)NC(=O)c1sccc1Oc1ccc(F)cc1[N+](=O)[O-]	?	·
CCOC(=O)c1sc(=NC(=O)c2cccc(Br)c2)n(C)c1C	?	·
CCCc1ccc(OCCNC(C)=O)cc1	-0.6%	4.0

(next part)
SMILES	S3 lipid droplet	S3 lipid droplet cell count max
Cc1ccccc1CSc1nncn1N	?	·
CC(=O)c1ccc(OCCOc2ccc(C#N)cc2)cc1	5.3%	·
COc1ccc(CNC(=O)c2ccc3ccccc3n2)cc1	?	·
Cc1ccc(S(=O)(=O)NC(=NCc2ccccc2)c2ccc(F)cc2)cc1	?	·
Cc1sc2ncnc(N3CCC(C(=O)N(CC(C)C)c4nc5ccccc5s4)CC3)c2c1C	?	·
Cn1nnnc1SCc1ccc([N+](=O)[O-])cc1	-9.1%	0.2
COCCn1c(SC(C)C(=O)NC2CC2)nnc1-c1cccc(C)c1 (stereo unspecified)	-17.2%[0.0737 µM]	·
COc1ccc2[nH]c3c(=O)n(CCCCC(=O)NCCN4CCCC4)c(=S)[nH]c3c2c1	?	·
Cc1ccc(/C=C2\SC(=S)N(CCCC(=O)NC3CCCC3)C2=O)cc1	18.9%	·
CCCC[C@H]1COCCS(=O)(=O)N1Cc1ccccc1F	?	·
CCC(C)[C@H](N)c1nnc(SCC(=O)Nc2cccc(Cl)c2)o1 (stereo partly specified)	?	·
COc1ccc(CCNC(=O)c2cc3c(=O)n4ccccc4nc3n(C3CCCCC3)c2=N)cc1OC	i	·
COc1ccccc1OCCCn1c(=O)oc2ccccc21	-20.3%	-4.0
O=C(CN1C(=O)CC(c2ccccc2)S(=O)(=O)c2ccccc21)N1CCOCC1 (stereo unspecified)	-5.5%	-18.0
COc1ccccc1N1CCN(C(=O)c2c(-c3c(Cl)cccc3Cl)noc2C)CC1	i	·
Cn1c(=O)oc2cc(S(=O)(=O)Nc3ccc4c(c3)OCCO4)ccc21	?	·
COc1cc(OC)cc(C(=O)NCC(=O)NC(C)CCc2ccccc2)c1 (stereo unspecified)	?	·
COC(=O)c1cc(NS(=O)(=O)c2ccc(N3CCCCCC3)c([N+](=O)[O-])c2)cc(C(=O)OC)c1	?	·
CCOc1ccccc1NC(=S)N1CCN(c2cccc(C)c2C)CC1	?	·
CN(C)Cc1c(O)ccc2c(=O)c(-c3ccccc3Cl)c(C(F)(F)F)oc12	?	·

At a glance, some entries already given:
SMILES	S3 lipid droplet	S3 lipid droplet cell count max
COc1ccccc1N1CCN(C(=O)c2c(-c3c(Cl)cccc3Cl)noc2C)CC1	i	·
Cn1c(=O)oc2cc(S(=O)(=O)Nc3ccc4c(c3)OCCO4)ccc21	?	·
COc1cc(OC)cc(C(=O)NCC(=O)NC(C)CCc2ccccc2)c1 (stereo unspecified)	?	·
COC(=O)c1cc(NS(=O)(=O)c2ccc(N3CCCCCC3)c([N+](=O)[O-])c2)cc(C(=O)OC)c1	?	·
CCOc1ccccc1NC(=S)N1CCN(c2cccc(C)c2C)CC1	?	·
CN(C)Cc1c(O)ccc2c(=O)c(-c3ccccc3Cl)c(C(F)(F)F)oc12	?	·

More structures follow:
SMILES	S3 lipid droplet	S3 lipid droplet cell count max
CSc1ccc(/C=N/n2c(C)nnc2C)cc1	?	·
COc1ccc(/C=N/NC(=O)c2nc(Cl)c(Cl)c(N)c2Cl)cc1COc1ccc(F)cc1F	-1.4%	-29.9
O=C(Nc1cc(-c2nc3ncccc3o2)ccc1Cl)c1ccco1	?	·
CCCc1nc(NC2CCCCC2)c(C#N)c2c1COC(C)(C)C2	?	·
Cc1ccccc1Nc1nc(N)nc(CSc2nnc3sc4ccccc4n23)n1	15.6%	-9.7
Cc1ccc(Cl)cc1N1CCN(C(=O)c2ccc3c(c2)CCN3S(C)(=O)=O)CC1	?	·
O=S(=O)(O)c1cccc(N=Nc2c(O)ccc3ccccc23)c1	?	·
Cc1nnc(SCc2ccon2)n1-c1ccccc1	-1.0%	-2.3
CCOC(=O)c1c(-c2ccc(C)o2)csc1N	?	·
Cc1ccc(CSc2nnc3ccc(-c4ccncc4)nn23)cc1	-0.9%	-15.5
Cc1cc(F)ccc1S(=O)(=O)NCC(c1cccnc1)N1CCc2ccccc21 (stereo unspecified)	-8.2%	-1.5
O=S(=O)(c1ccc(Cl)cc1Cl)n1ccc2cccnc21	?	·
CCN1C(=O)/C(=C\C=C\c2ccccc2[N+](=O)[O-])SC1=S	-7.5%	-8.4
CC(C)c1ccc(C(=O)NCCCc2ccccc2)cc1	?	·
O=C(NC(=S)NCCN1CCOCC1)c1ccc(Cl)cc1Cl	-13.4%	8.5
COc1ccc(-c2cc(C(F)(F)F)n3nc(C(=O)Nc4c(C)n(C)n(-c5ccccc5)c4=O)cc3n2)cc1	-4.3%	13.2
COc1ccc(-c2cn(Cc3ccc(C(=O)NCc4ccc(C)cc4)cc3)c(C(C)N)n2)cc1 (stereo unspecified)	?	·
CC(C)CC(NC(=O)OC(C)(C)C)c1cn([C@@H](Cc2ccc(O)cc2)C(=O)N2CCN(C(=O)OC(C)(C)C)CC2)nn1 (stereo partly specified)	-3.5%	4.4
O=C(c1ccc(S(=O)(=O)Nc2cccc(C(F)(F)F)c2)cc1)N1CCN(c2ccccc2O)CC1	?	·
CN1N=C(c2ccc(F)c(F)c2)CSC1=NCc1ccccc1	?	·
Cc1c(NC(=O)c2c(F)c(F)c(F)c(F)c2F)c(=O)n(-c2ccccc2)n1C	?	·
CN(CCc1ccccn1)C(=O)CC1C(=O)NCCN1Cc1ccc(-c2ccccc2)cc1 (stereo unspecified)	7.7%	1.3
COC(C(=O)Nc1ccnn1C1CCN(Cc2cnn(C)c2)CC1)c1ccccc1 (stereo unspecified)	?	·
Cc1cccc(-c2cccc(NC(=O)C3CCCN(C(=O)c4csc(C)n4)C3)c2)c1 (stereo unspecified)	?	·
Cc1ccc(N2C(=O)CC(NNC(=O)c3cccc(S(=O)(=O)N4CCCC4)c3)C2=O)cc1 (stereo unspecified)	3.1%	2.1
